# D1 PAM = Potentiators of Human D1 Dopamine Receptor: qHTS. D(1A) dopamine receptor (Homo sapiens), P21728. HEK293 TREx D1 cells, calcium flux, dopamine EC20 potentiation. potentiation, % at 10 µM. 360,000 compounds, 0.036% hits. AID 504651, 2011; in the data active = potentiation above about 30%; note: 0% is about no effect
# D2 antagonist = HTS Assay for Allosteric Antagonists of the Human D2 Dopamine Receptor: Primary Screen for Antagonists; inhibition, % at 10 µM; HEK293 TREx D2 cells, calcium flux, dopamine EC80; D(2) dopamine receptor (Homo sapiens), P14416; 340,000 compounds, 2% hits; in the data active = inhibition above about 30%; note: 0% is about no effect
# Target sequence (P14416 whole entry, looked up): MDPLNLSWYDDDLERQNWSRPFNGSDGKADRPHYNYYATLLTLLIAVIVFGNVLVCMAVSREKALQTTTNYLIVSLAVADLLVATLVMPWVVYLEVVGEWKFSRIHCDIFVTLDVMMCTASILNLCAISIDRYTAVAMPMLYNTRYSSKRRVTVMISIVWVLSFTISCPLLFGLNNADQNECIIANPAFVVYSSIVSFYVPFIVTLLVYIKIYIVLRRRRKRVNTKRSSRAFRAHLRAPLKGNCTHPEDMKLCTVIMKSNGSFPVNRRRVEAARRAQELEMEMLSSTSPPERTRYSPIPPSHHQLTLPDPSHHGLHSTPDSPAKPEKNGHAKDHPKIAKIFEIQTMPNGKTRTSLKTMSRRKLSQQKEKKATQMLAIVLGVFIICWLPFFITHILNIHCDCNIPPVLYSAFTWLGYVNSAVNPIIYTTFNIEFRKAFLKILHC
#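 Cells plated overnight at 30 C with tetracycline; no-wash calcium dye, 30–90 min RT; 10 s baseline; compound pinned; 180 s read; EC80 dopamine added; another 180 s read.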
# TRHR enhancer = qHTS for Small Molecule Agonists and Allosteric Enhancers of Human TRH Receptor: Primary Screen for Enhancers. enhancement, % at 2 µM. 360,000 compounds, 0.66% hits. Thyrotropin-releasing hormone receptor (Homo sapiens), P34981. TRHR cells, fluo-8 calcium fluorescence, EC20 TRH enhancement; in the data active = enhancement above about 30%; note: 0% is about no effect
# Target sequence (P34981 whole entry, looked up): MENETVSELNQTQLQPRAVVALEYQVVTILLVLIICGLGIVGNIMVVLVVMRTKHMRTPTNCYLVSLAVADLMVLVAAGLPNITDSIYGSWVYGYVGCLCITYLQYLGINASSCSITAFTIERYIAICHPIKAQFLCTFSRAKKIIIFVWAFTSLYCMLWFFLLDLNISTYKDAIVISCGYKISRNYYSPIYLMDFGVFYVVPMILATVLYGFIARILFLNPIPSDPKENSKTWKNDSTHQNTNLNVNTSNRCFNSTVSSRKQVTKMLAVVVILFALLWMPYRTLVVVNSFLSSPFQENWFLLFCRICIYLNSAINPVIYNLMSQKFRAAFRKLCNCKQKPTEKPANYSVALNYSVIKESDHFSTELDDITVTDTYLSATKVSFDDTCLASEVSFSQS
#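 Enhancer read-out: after compound pinning and an initial kinetic agonist-mode read, an EC20 of TRH (10 nM final) was injected and fluo-8 calcium signal (Ex 480/Em 530) followed at 1 s/cycle for 100 cycles in TRHR-expressing cells.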
# RXFP1 antag = qHTS Assay for Antagonists of the Relaxin Receptor RXFP1; activity change, negative = inhibition, % at 57.5 µM; Relaxin receptor 1 (Homo sapiens), Q9HBX9; HEK293-RXFP1, relaxin-stimulated cAMP HTRF, 30 min; hits give low values; 350,000 compounds, 0.59% hits;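 active = activity change of -60% or lower, but not beyond a set lower limit; inconclusive = change between -60% and -40%, or beyond the set limit; inactive = change above -40%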; note: % is set by controls: 0 for no effect and ±100 for the full control effect
# D1 antagonist = Antagonist of Human D 1 Dopamine Receptor: qHTS; D(1A) dopamine receptor (Homo sapiens), P21728; HEK293 TREx D1 cells, calcium flux, dopamine EC80; hits give low values; activity change, negative = inhibition, % at 10 µM; 360,000 compounds, 3.2% hits; AID 504652, 2011; in the data active = activity change below about -30%; note: % is set by controls: 0 for no effect and ±100 for the full control effect
#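 Inducible Hek293 Trex D1 cells (tetracycline, overnight, 30 C). Calcium dye 30–90 min RT. Antagonist mode: EC80 dopamine added after 180 s compound read.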
# D2 agonist = HTS Assay for Allosteric Agonists of the Human D2 Dopamine Receptor: Primary Screen for Agonists; 340,000 compounds, 0.53% hits; HEK293 T-REx D2 cells, calcium flux agonist mode; AID 485358, 2010; activation, % at 2 µM;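 active = activation over 3 SD above normal in the single-dose calcium agonist read, cut at about 30% in these data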; note: 0% is about no effect
#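 Tetracycline-induced HEK293 T-REx cells with force-coupled D2 receptor, plated overnight at 30 C, loaded with no-wash calcium dye. After a 10 s baseline, compound was pin-added and calcium flux read kinetically for 180 s; calcium rises flagged agonists.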
# RXFP1 ag = qHTS Assay for Agonists of the Relaxin Receptor RXFP1; Potency, µM (titrated, usually from 57.5 µM), without a hit: at the highest dose activation, most hits filed as activators; 370,000 compounds, 0.3% hits; AID 2676, 2010; Relaxin receptor 1 (Homo sapiens), Q9HBX9; HEK293T-RXFP1 cAMP TR-FRET, 30 min; response scale: percent of porcine relaxin response, buffer zero; active = well fitted activation curve with a large enough effect; inconclusive = small, poorly fitted or top-dose-only effect; note: potency is the fitted concentration of half-maximal effect; % is set by controls: 0 for no effect and ±100 for the full control effect; nearly all actives have a fitted effect of over 60% in size; many of its hits are not listed in these tables
#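 Agonist response is measured as cAMP accumulation in an RXFP1-transfected HEK293T line under PDE4 inhibition. Values are scaled between buffer-only and 29 nM porcine relaxin, and EC50s come from standard Hill equation fits.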
# D2 potentiator = HTS Assay for Positive Allosteric Modulators of the Human D2 Dopamine Receptor: Primary Screen for Potentiators. 340,000 compounds, 0.34% hits. HEK293 T-REx D2, calcium flux, EC20 dopamine potentiation. potentiation, % at 10 µM;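 active = potentiation over 3 SD above the plate norm, cut at about 30% in these data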; note: 0% is about no effect
#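 Tetracycline-induced HEK293 T-REx cells force-coupled to calcium signalling expressed D2; compounds were pin-added after a 10 s baseline, read kinetically 180 s, then an EC20 dopamine challenge followed with a further 180 s calcium read.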
# D1 ag = Allosteric Agonists of the Human D1 Dopamine Receptor: qHTS; D(1A) dopamine receptor (Homo sapiens), P21728; HEK293 T-REx D1 cells, calcium flux, agonist mode; activation, % at 2 µM; 360,000 compounds, 1% hits; AID 504660, 2011; in the data active = activation above about 30%; note: 0% is about no effect
#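 Tetracycline-induced HEK293 TREx D1 cells, force-coupled to calcium signalling, were dye-loaded with a no-wash calcium kit. Compound was pin-added after a 10 s baseline. Fluorescence was read kinetically at 1 cycle/s for 180 s, with calcium rises flagged as agonism.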
# The depositor's hits bear a star; ? = inconclusive; . = not tested or not shown; & = joins results of further samples. The list is partial (hit frequency here may not be typical).
SMILES,D1 PAM,D2 antagonist,TRHR enhancer,RXFP1 antag,D1 antagonist,D2 agonist,RXFP1 ag,D2 potentiator,D1 ag
CC(C)N(C(=O)COC(=O)c1cncc(Br)c1)C(C)C,-1,2,0,-8,23,0.7,0.3%,11,-3
c1ccc(Cn2nnnc2C(c2ccccn2)N2CCN(c3ccccc3)CC2)cc1 (stereo not given),0,-5,-1,-4,3,0.5,1.6%,5,0
CCN1CCN(Cc2c(O)ccc3oc(C)c(C(=O)Nc4ccc(C)cc4C)c23)CC1,1,.,5,-1,7,0.7,0.3%,-1,0
COc1ccccc1C(=O)N1CC(=O)Nc2ccc(F)cc2C1c1ccccc1 (stereo not given),-3,22,2,-3,8,1.6,-0.4%,5,7
COc1cc2c(cc1OC)C(C(=O)NC(C)c1ccccc1)CC(=O)N2 (stereo not given),6,-12,-2,6,3,0.6,0.1%,6,1
Clc1ccccc1Cn1nnc(-c2cccs2)n1,-8,-13,-1,-11,-16,-0.4,0.5%,3,20
O=c1c2ccccc2nc2n1C(CBr)CN2 (stereo not given),0,16,-5,5,-9,-0.5,-1.8%,-11,2
CCOCCCNC(=O)Cn1ncc2c([nH]c3ccccc32)c1=O,-3,.,4,10,-26,0.8,4.9%,-12,0
COc1ccccc1OCc1ccc(C(=O)NN)cc1,-3,-8,-6,-23,-4,.,0.9%,-2,2
CN(CCNC(=O)C1CCN(S(=O)(=O)N2CCOCC2)CC1)CCc1ccccc1,1,28,-2,6,0,55*,0.4%,-18,3
COc1cc(CN(C(=O)c2cc3ccccc3oc2=O)C2CCS(=O)(=O)C2)cc(OC)c1OC (stereo not given),2&-2,-2,-6&-7,3&-22,6&-3,0.0&0.7,2.5%&-0.1%,-1&-1,1&1
O=C(NC(Cc1ccccc1)C(=O)O)/C(=C/c1ccco1)NC(=O)c1cccc(Br)c1 (stereo not given),-3,13,0,4,5,0.9,0.1%,1,1
CCOc1ncccc1C(=O)OCc1cccc([N+](=O)[O-])c1,-5,0,-2,9,-16,0.6,-1.7%,1,1
Cc1cccnc1CCNC(=O)c1ccc(OC2CCN(Cc3ccccn3)CC2)cc1,-3,8,3,-10,-2,0.7,0.1%,-2,7
Cc1nnc(SCC(=O)N2CCN(S(=O)(=O)c3ccc(Cl)cc3)CC2)n(N)c1=O,2,-1,-3,-2,4,0.0,1.1%,-2,-1
O=C(CCCn1cncn1)N1CCCC(N2CCN(c3ccc(F)cc3)CC2)C1 (stereo not given),0,3,-4,6,-10,0.9,-0.4%,1,1
COc1ccc(CNCC(=O)Nc2sccc2C#N)cc1,3,-14,-3,-11,7,0.6,5.3%,1,2
Cc1ccc(C(=O)CC(=O)c2ccc(C(C)(C)C)cc2)cc1,4,8,7,0,15,-0.3,1.2%,-18,6
CCOCCCNC(=O)C1CCN(S(=O)(=O)N2CCCC2)CC1,-3,7,0,2,8,-0.1,-1.5%,18,5
COc1ccc(CNc2ncnc3cc(OC)c(OC)cc23)cc1OC,-5,-7,1,-1,-3,-0.2,-0.6%,-8,3
COc1c(Br)cc(/C=N/n2c(-c3ccccc3)n[nH]c2=S)c(O)c1Br,10,2,4,?,38,-1.8,0.4%,0,-3
O=C(Nc1ccccc1)N(C1=NCCC1)c1ccccc1,10,6,1,-6,24,1.1,-2.2%,-9,3
c1coc(-c2nnc3sc(-c4cccs4)nn23)c1,-4,-12,0,0,-5,0.6,17%,-3,2
O=c1ccc(-c2ccc(S(=O)(=O)N3CCN(c4cccc(Cl)c4)CC3)o2)n[nH]1,4,4,-5,-18,-5,1.1,0.3%,6,2
COc1ccc(OCCSc2nc3ccccc3n2CC(=O)O)cc1,0,-5,6,1,4,0.4,0.6%,-2,4
COCCN(CC(=O)Nc1ccc(F)cc1)S(=O)(=O)c1ccc(S(=O)(=O)N2CCCC2)cc1,-3,-5,-5,1,-7,-0.3,2.2%,-2,2
CCN(CC)S(=O)(=O)c1ccc(OC)c(NC(=O)c2ccc([N+](=O)[O-])cc2)c1,-9,10,-11,5,-15,0.0,12%,-5,-2
Cc1cccn2c(=O)c3cc(C(=O)NCCCN4CCOCC4)n(C)c3nc12,-3,3,1,.,-4,-0.3,1.5%,12,4
CCCc1cc(C(=O)Nc2cc(Br)ccc2O)no1,-4,-14,-5,1,-15,0.2,0.3%,-4,40*
Cc1cccn2c(CN(C)CC3CCCCO3)c(C(=O)N3CCCCC3)nc12 (stereo not given),6,-2,-7,9,15,0.4,-2.3%,-4,0

# Ordered by the number under RXFP1 antag (falling): 5 from the list above
SMILES	RXFP1 antag
Cc1cccn2c(CN(C)CC3CCCCO3)c(C(=O)N3CCCCC3)nc12 (stereo not given)	9
CCN(CC)S(=O)(=O)c1ccc(OC)c(NC(=O)c2ccc([N+](=O)[O-])cc2)c1	5
CCOCCCNC(=O)C1CCN(S(=O)(=O)N2CCCC2)CC1	2
COc1ccc(OCCSc2nc3ccccc3n2CC(=O)O)cc1	1
O=C(Nc1ccccc1)N(C1=NCCC1)c1ccccc1	-6

# Next records
SMILES,D1 PAM,D2 antagonist,TRHR enhancer,RXFP1 antag,D1 antagonist,D2 agonist,RXFP1 ag,D2 potentiator,D1 ag
CCc1ccc(C2C(C#N)=C(N)OC3=C2C(=O)CCC3)s1 (stereo not given),3,-6,-3,?,-6,0.0,1.3%,10,0
CCN(CC)CCN(Cc1cc2ccc(C)cc2[nH]c1=O)C(=O)NC1CCCCC1,5,-9,1,-9,12,0.2,0.6%,-16,2
O=C1CCN(S(=O)(=O)c2ccccc2)CCN1CCOCc1ccccc1,-7,-8,7,.,-6,-0.2,2.9%,4,3
NC(=O)C1Cc2ccccc2CN1S(=O)(=O)c1cccs1 (stereo not given),11,-5,-1,-29,-1,-0.1,2.0%,6,1
COc1ccc(-n2nnc3c(SCC(=O)Nc4ccc5c(c4)OCCO5)ncnc32)cc1,-8,7,4,.,-14,1.0,0.9%,0,8
Cc1ccc(NC(=O)CC2S/C(=N/c3nccs3)N(C)C2=O)c(C)c1 (stereo not given),-4,.,-10,7,5,.,3.2%,-21,0
Cc1sc(NC(=O)C2CCCCC2)c(C#N)c1-c1ccccc1,15,.,5,-19,8,.,3.7%,7,1
Cc1nn(CC(=O)OC(C)C(=O)Nc2ccccc2[N+](=O)[O-])c(C)c1[N+](=O)[O-] (stereo not given),-1,-4,-2,17,-18,-0.9,0.3%,0,3
COc1ccc(Cl)cc1NC(=O)CN(C(=O)c1ccco1)C1CCCCC1,-1,-6,14,-5,1,-0.2,-0.3%,7,22
CCN(Cc1ccccc1)S(=O)(=O)c1cc(C(=O)NCC2CCCCC2)ccc1OC,-5,3,-1,-1,8,0.1,-1.4%,-14,3
O=C(NCc1cccs1)C(=O)NCC(c1ccco1)N1CCN(c2ccccc2)CC1 (stereo not given),-1,3,3,22,1,11,2.9%,-9,2
C/C(Cl)=C/Cn1c(SCCN2CCOCC2)nc2c1c(=O)[nH]c(=O)n2C,0,-3,-6,-9,-2,-0.8,4.4%,-20,0
CCOc1ccc(N2CC(C(=O)NCc3ccco3)CC2=O)cc1 (stereo not given),1,.,-4,-3,-5,.,1.2%,.,1
COC(=O)c1c(C)oc(C)c1S(=O)(=O)Nc1ccccc1,5,4,6,1,0,-0.3,1.3%,3,0
Cc1cccc(NC(=O)NNC(=O)c2nn(C)cc2Br)c1,-2,-6,-1,-2,-7,0.3,-2.4%,-16,9

# D1 ag, entries above that show a hit.
mol,D1 PAM,D2 antagonist,TRHR enhancer,RXFP1 antag,D1 antagonist,RXFP1 ag,D2 potentiator,D1 ag
CCCc1cc(C(=O)Nc2cc(Br)ccc2O)no1,-4,-14,-5,1,-15,0.3%,-4,40*

# Among those listed so far, two have a COOH group:
SMILES,D1 PAM,D2 antagonist,TRHR enhancer,RXFP1 antag,D1 antagonist,D2 agonist,RXFP1 ag,D2 potentiator,D1 ag
O=C(NC(Cc1ccccc1)C(=O)O)/C(=C/c1ccco1)NC(=O)c1cccc(Br)c1 (stereo not given),-3,13,0,4,5,0.9,0.1%,1,1
COc1ccc(OCCSc2nc3ccccc3n2CC(=O)O)cc1,0,-5,6,1,4,0.4,0.6%,-2,4

# Carrying on:
SMILES,D1 PAM,D2 antagonist,TRHR enhancer,RXFP1 antag,D1 antagonist,D2 agonist,RXFP1 ag,D2 potentiator,D1 ag
Cc1ccc(N(CC(=O)Nc2cc(C)ccc2C)S(=O)(=O)c2c(C)noc2C)cc1,-1,.,-8,.,-5,0.3,5.4%,-6,6
COc1ccc(NS(=O)(=O)c2cccc(-c3nnc4n3CCCCC4)c2)cc1,-2,-4,13,-9,-2,-0.9,0.3%,11,1
COC(=O)c1ccc(NC(=O)c2ccc(NC(=O)c3ccco3)cc2)cc1,0,-6,11,-2,7,0.1,-0.5%,13,3
CCC(C)NS(=O)(=O)c1ccc(NS(=O)(=O)c2ccccc2[N+](=O)[O-])cc1 (stereo not given),-4,16,0,-3,-7,-1.0,-2.0%,10,2
COc1ccc(-c2cc(=O)oc3cc(OC(=O)C4CCCCC4)c(Cl)cc23)cc1,-6,-17,-2,2,-9,0.8,1.7%,-4,3
COc1ccc(S(=O)(=O)N(CC(=O)N/N=C/c2ccc(C(=O)O)cc2)Cc2ccccc2)cc1OC,-6,8,14,10,11,0.3,0.3%,-2,1
C/C(CC(=O)Nc1ccc(N(C)C)cc1)=N\NC(=O)c1ccc(F)cc1,-1,-11,-1,0,25,0.9,-3.2%,2,1
COc1ccc(C2(CNC(=O)c3ccc(N)cc3)CCCC2)cc1,0,-3,0,5,-1,1.2,-0.8%,4,1
CCN(Cc1ccccc1)CC(O)COC(c1ccc(OC)cc1)c1ccc(OC)cc1 (stereo not given),-5,29,-6,-33,-2,0.2,0.8%,-34,9
CSc1ccc(S(=O)(=O)NCC(=O)OCC(=O)NCCc2ccccc2)cc1[N+](=O)[O-],-1,33*,1,4,-12,-0.7,1.0%,14,3
CCOc1ccccc1Nc1nc(-c2sc(NC(=O)c3ccc([N+](=O)[O-])cc3)nc2C)cs1,11,9,10,.,3,0.7,-1.0%,-10,1
Cc1cccc(C(=O)Nc2c3c(nn2C(C)(C)C)CS(=O)(=O)C3)c1,3,2,-2,-2,-1,-2.7,2.8%,10,3

# Screening results deposited in PubChem BioAssay by National Center for Advancing Translational Sciences (NCATS).
